S1P2 agonist = activates the human S1P2 receptor. S1P2-expressing cell line, agonist reporter read-out. 0.46% of 97,000 active. activation, % at 4.5 µM. AID 729; in the data active = activation above about 16%;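 note: 0% = vehicle low control and 100% = maximal reference agonist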
Target sequence (O95136 whole entry, looked up): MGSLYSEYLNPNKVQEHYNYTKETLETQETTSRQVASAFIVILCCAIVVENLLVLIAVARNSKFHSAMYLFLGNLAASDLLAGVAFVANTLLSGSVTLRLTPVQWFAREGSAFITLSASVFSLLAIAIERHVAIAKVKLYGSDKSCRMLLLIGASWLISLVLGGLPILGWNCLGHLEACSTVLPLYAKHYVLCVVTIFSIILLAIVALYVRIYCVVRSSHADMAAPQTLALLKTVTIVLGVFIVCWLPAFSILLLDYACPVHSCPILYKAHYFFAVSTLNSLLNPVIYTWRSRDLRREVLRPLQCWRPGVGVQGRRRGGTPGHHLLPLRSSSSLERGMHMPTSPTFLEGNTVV
Fibroblast inh = blocks proliferation of human lung fibroblasts; LL 47 human lung fibroblast viability, ATP luminescence; active compounds read low; viability, % at 10 µM; 1.1% of 85,000 active;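 active = viability at or below 50% in the single dose screen; inactive = viability above 50%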;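 note: compound exposure lasted 72 h before the ATP readout; 100% = median luminescence of untreated cell-only wells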
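material = human LL 47 lung fibroblast cells | dosing = compounds added from tenfold dosing solution, 0.1% DMSO final | timing = overnight cell rest, 72 h compound treatment at 37 °C | measured by = CellTiter-Glo luminescence measuring cellular ATP | evaluation = % viability versus median cells-only luminescence | control set = cell-only wells, no compound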
S1P2 blocker = blocks the human S1P2 receptor. O95136. cell-based S1P2 antagonist assay, inhibition at 5 uM. inhibition, % at 5 µM. 0.21% of 97,000 active; in the data active = inhibition above about 45%;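 note: CRE beta-lactamase reporter cells expressing human S1P2 stimulated with S1P; 0% = agonist at EC80 alone and 100% = agonist plus reference antagonist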
sEH inh = blocks human soluble epoxide hydrolase activity | 0.34% of 91,000 active | AID 707 | recombinant human sEH enzymatic activity assay | P34913 | inhibition, % at 2 µM; in the data active = inhibition above about 80%; note: values of inactives mirror those of a sister screen read the other way; many of its hits are not listed in these tables
Target sequence (P34913 whole entry, looked up): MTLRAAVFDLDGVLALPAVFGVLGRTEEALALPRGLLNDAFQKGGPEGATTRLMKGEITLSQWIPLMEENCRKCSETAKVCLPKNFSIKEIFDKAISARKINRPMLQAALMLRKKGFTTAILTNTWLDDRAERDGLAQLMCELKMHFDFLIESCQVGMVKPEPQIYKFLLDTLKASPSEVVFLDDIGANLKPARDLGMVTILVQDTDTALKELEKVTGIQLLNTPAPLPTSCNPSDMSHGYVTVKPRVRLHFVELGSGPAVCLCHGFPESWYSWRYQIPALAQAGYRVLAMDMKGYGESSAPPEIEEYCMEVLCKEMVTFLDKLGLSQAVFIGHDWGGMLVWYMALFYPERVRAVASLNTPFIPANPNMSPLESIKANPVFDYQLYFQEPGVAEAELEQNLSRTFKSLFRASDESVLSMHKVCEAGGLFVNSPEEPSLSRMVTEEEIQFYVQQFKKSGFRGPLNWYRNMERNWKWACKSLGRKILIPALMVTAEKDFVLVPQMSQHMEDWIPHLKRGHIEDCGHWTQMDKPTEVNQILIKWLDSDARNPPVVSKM
LYP act = activators of human LYP (PTPN22) phosphatase. Q9Y2R2. recombinant LYP, DiFMUP fluorescence; 0 = plate median, 100 = signal doubled. activation, % at 2 µM. 0.11% of 96,000 active;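 active = activation at 2 µM above a set limit, the mean plus 5 SD, cut at about 37% in these data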
PostGolgi ctrl = yeast control strain growth, post-Golgi counter-screen; efflux-deficient yeast background strain, growth absorbance A615, 16 h; inhibition, % at 10 µM; 5% of 98,000 active; AID 738; in the data active = inhibition above about 30%
HUVEC inhibit = human endothelial cell proliferation inhibition; viability, % at 10 µM (by protocol); 1.1% of 86,000 active; HUVEC proliferation, CellTiter-Glo luminescence, 72 h; active compounds read low;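 active = viability at or below 30%; inactive = viability above 30%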;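 note: 100% = median luminescence of DMSO-only cell control wells on each plate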
H69AR inhibit = blocks growth of human H69AR lung tumor cells. H69AR lung tumor viability, ATP luminescence, 72 h; active compounds read low. viability, % at 10 µM. 6% of 85,000 active. AID 598;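 active = viability at or below 40%; inactive = viability above 40%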;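 note: multidrug resistant small cell line overexpressing MRP-1 efflux transporter; 100% = mean luminescence of untreated control wells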
sEH activator = increases human soluble epoxide hydrolase activity; P34913; purified human sEH enzymatic activity, activator screen; activation, % at 2 µM; 0.04% of 91,000 active; AID 717; in the data active = activation above about 37%; note: values of inactives mirror those of a sister screen read the other way
Active calls of the source: *; · = not tested or not shown.

SMILES	S1P2 agonist	Fibroblast inh	S1P2 blocker	sEH inh	LYP act	PostGolgi ctrl	HUVEC inhibit	H69AR inhibit	sEH activator
Oc1ccc(N=Nc2c(O)ccc3ccccc23)cc1	-11	·	-25	5	-4	10	·	·	-5
O=C(OCCN1C(=O)c2ccccc2C1=O)c1cccs1	-8	95	-12	11	-8	5	98	89	-11
CC1CCCC(C)N1S(=O)(=O)c1ccc(S(=O)(=O)NCCc2ccncc2)cc1 (configuration not stated)	-3	93	-11	7	2	·	103	92	-3
COc1cc(S(=O)(=O)N2CCCCCC2)ccc1-n1cnnn1	-7	104	-2	4	5	3	100	95	-1
O=C(CC1OC(=O)c2ccccc21)Nc1ccccc1N1CCOCC1 (configuration not stated)	-3	97	-20	7	-4	14	103	84	-8
O=c1c2cc(N3CCOCC3)ccc2[nH]c(=S)n1CCCN1CCCCCC1	·	100	·	·	·	18	100	89	·
CCCCn1c(SCC2CCCO2)nc2cc(S(N)(=O)=O)ccc21 (configuration not stated)	-9	95	5	-6	4	13	94	59	6
CC(CC(=O)Nc1ccncc1)c1ccccc1 (configuration not stated)	0	96	5	·	2	0	100	106	·
COc1ccc(CCNC(=O)CCN2C(=O)C3CC=CCC3C2=O)cc1OC (configuration not stated)	-3	100	14	-4	-11	10	97	96	3
CCSc1nnc(Cn2c(=O)sc3ccccc32)n1-c1ccccc1C	·	91	·	·	·	-4	97	96	·
Cc1cc2ccccc2nc1SCC(=O)N1c2ccccc2CC1C (configuration not stated)	-6	104	8	-11	-12	20	115	96	14
Nc1nc2ccccc2nc1N1CCCC1	-5	105	-16	0	-11	6	93	99	3
COc1ccc(C(=O)NC(=S)Nc2ccccc2N2CCN(S(C)(=O)=O)CC2)cc1OC	0	·	-3	12	6	32*	·	·	-12
CCc1nnc(NC(=O)C2CCCN2S(=O)(=O)c2ccccc2)s1 (configuration not stated)	-3	·	-8	23	13	·	·	·	-20
Cc1nc2ccccc2nc(C)c1=NO	-7	93	10	-4	1	3	95	27*	3
O=C(CN1CCOc2ccccc21)NC1CCN(Cc2ccccc2)CC1	-5	89	3	-5	10	7	102	93	4
CCCS(=O)(=O)N1CCCC(C(=O)NCCN(CC)c2ccccc2)C1 (configuration not stated)	-5	92	9	56	-3	7	93	95	-58
Cc1cc(C)n(C(=O)c2ccc(NC(=O)C3CC3)cc2)n1	-3	97	2	-6	5	8	107	83	8
CCC(=O)n1nc(-c2ccccc2)nc1SCC(=O)Nc1ccc(C)cc1	-5	·	11	1	2	-1	·	·	2
O=C1CN(C(=O)CSc2nnc(-c3ccccc3)n2Cc2ccc3c(c2)OCO3)c2ccccc2N1	-7	96	-12	-2	-3	-2	95	65	2
O=C(NC1CCSC1=O)c1ccccc1 (configuration not stated)	1	102	19	-7	31	16	94	99	9
CCN(CC)CCNS(=O)(=O)c1ccc(OC)c(Br)c1	-3	·	3	5	3	2	·	·	-4
Cc1cc(C(=O)Nc2c(C)n(C)n(-c3ccccc3)c2=O)cs1	-2	110	4	-11	-1	2	101	110	13
Cc1ccccc1NC(=O)c1csc2c1CCCC2	-15	·	22	-2	14	2	·	·	2
Cn1cc(S(=O)(=O)NCc2cccs2)c(=O)n(C)c1=O	-2	118	-21	-1	3	-3	85	94	0
O=C(c1ccc(CNS(=O)(=O)c2ccccc2)cc1)N1CCN(Cc2ccccc2)CC1	-6	88	9	-9	7	27	96	88	8
O=C(c1c[nH]c(=O)n(-c2ccccc2)c1=O)N1CCc2ccccc21	-6	107	17	-2	8	-2	94	99	2
FC(F)Sc1ccc(Nc2ncnc3nc[nH]c23)cc1	-4	96	-14	2	10	·	88	82	-3
Cc1ccc(S(=O)(=O)N2CCOCC2)cc1NC(=O)c1cc2c(s1)CCC2	-2	·	-15	-6	-6	10	·	·	7
CCn1c(N2CCN(S(=O)(=O)c3ccccc3C(F)(F)F)CC2)nc2ccccc21	-5	98	26	·	-1	22	94	84	·

2 of the compounds above, bar-delimited:
Structure | S1P2 agonist | Fibroblast inh | S1P2 blocker | sEH inh | LYP act | PostGolgi ctrl | HUVEC inhibit | H69AR inhibit | sEH activator
O=C(c1ccc(CNS(=O)(=O)c2ccccc2)cc1)N1CCN(Cc2ccccc2)CC1 | -6 | 88 | 9 | -9 | 7 | 27 | 96 | 88 | 8
O=C(c1c[nH]c(=O)n(-c2ccccc2)c1=O)N1CCc2ccccc21 | -6 | 107 | 17 | -2 | 8 | -2 | 94 | 99 | 2

(continued)
SMILES	S1P2 agonist	Fibroblast inh	S1P2 blocker	sEH inh	LYP act	PostGolgi ctrl	HUVEC inhibit	H69AR inhibit	sEH activator
O=C(Nc1cccc(C(F)(F)F)c1)N1CCC(c2nc(-c3ccc(F)cc3)no2)CC1	-12	81	16	93*	2	70*	41	100	-93
COc1ccc(OC(=O)c2ccc3nsnc3c2)cc1	-5	88	-17	-14	3	-5	80	100	11
Cc1sc(NC(=O)c2ccccc2)c(C(=O)NC(C)C)c1C	-5	103	-1	2	-7	13	99	90	-3
CC(=O)NCCn1c(SCC(=O)NCCC2=CCCCC2)nc2ccccc2c1=O	-1	103	-9	8	0	-7	98	84	-8
O=C1S/C(=C/c2ccc(N3CCOCC3)o2)C(=O)N1Cc1c(F)cccc1Cl	-6	93	9	-3	4	5	75	46	0
CC(CC(=O)N1CCc2ccccc21)c1ccccc1 (configuration not stated)	3	96	-29	6	5	12	108	108	-5
O=C(Cc1ccc(Br)cc1)N1CCN(c2ccccc2)CC1	-7	92	-7	2	-2	0	99	79	-1
CCc1ccc(N2CC(C(=O)Nc3cccnc3)CC2=O)cc1 (configuration not stated)	0	96	-4	-12	1	-11	101	98	10
O=S(=O)(NCCc1cn2ccccc2n1)c1ccc2c(c1)OCCO2	-3	113	7	-7	-7	0	112	106	6
COc1ccc(NC(=O)CSc2ncnc3c2cnn3CCc2ccccc2)cc1	-8	·	-3	24	-14	-1	·	·	-24
CC(=O)N1C(Nc2ccc(Cl)cc2)CCN1c1ccccc1 (configuration not stated)	-1	·	10	-5	10	-2	·	·	3
COC(=O)c1cc2occc2n1CC(=O)Nc1ccc(C)cc1C	-3	93	0	-9	-1	-7	89	87	7
O=C(Nc1ccccc1)c1ccc(S(=O)(=O)NCC2CCCO2)cc1 (configuration not stated)	·	97	·	·	·	1	103	101	·
CSc1oc(-c2ccccc2)nc1C(N)=O	-9	100	12	1	7	2	99	93	0
Cc1ccc(C(=O)Nc2cccc(C(=O)N3CCOCC3)c2)cc1	-1	101	2	-6	-10	11	77	94	6
CCCc1cc(C(=O)Nc2ccc(C(C)=O)cc2)no1	-6	102	11	-6	-2	5	112	98	6
O=S(=O)(c1ccccc1)c1nc(-c2ccco2)oc1NCCCn1ccnc1	-1	102	-18	-2	-3	-6	92	83	4
O=C(O)c1cc([N+](=O)[O-])ccc1C(=O)Nc1ccccc1	-5	·	-15	-3	-2	17	·	·	1
CN1/C(=C\C=[N+](C)c2ccccc2)C(C)(C)c2ccccc21	-2	·	10	-2	1	-9	·	·	5
CC(C)CCN1CC(O)=C(c2nc(-c3ccc(Cl)cc3)cs2)C1=N	-5	111	12	2	0	-1	94	86	2
COc1ccc(CCNc2c(C)c(C)nc3ncnn23)cc1	-9	·	69*	·	2	6	·	·	·
CC(c1ccccc1)n1c(NCCCn2ccnc2)nc2c1c(=O)[nH]c(=O)n2C (configuration not stated)	-1	99	-27	-8	-3	3	88	90	7
CCOC(=O)c1c(NC(=O)CSc2nncn2C)sc(C)c1C	0	101	-42	2	2	4	109	86	-1
COc1ccc(S(=O)(=O)N/N=C(/C)c2ccc(Cl)cc2)cc1	1	·	-14	4	5	12	·	·	-3
COC(=O)c1ccc(Cn2nc(C)cc2C)cc1	-5	102	6	-2	-13	7	95	106	1
Nc1nnnn1/N=C/c1cc(Cl)cc(Cl)c1OCc1ccc(Cl)cc1Cl	-2	91	-17	4	-18	22	89	22*	-7
CCOC(=O)c1ccc(NC(=O)COc2ccc(S(=O)(=O)NC(C)(C)C)cc2)cc1	-9	107	-7	0	0	·	102	89	4
O=C(NCc1ccco1)C(c1ccccc1)N(CC1CCCO1)C(=O)Cn1nnc2ccccc21 (configuration not stated)	-2	102	-5	-2	-11	10	105	97	3
COc1cccc(NS(=O)(=O)c2ccc3[nH]cc(C(=O)N(C)Cc4ccco4)c(=O)c3c2)c1	-5	91	-8	-15	-3	2	86	96	11
CCn1c(C)csc1=NC(=O)c1ccccc1	-5	·	-1	0	-11	13	·	·	2
CS(=O)(=O)Nc1ccccc1C(=O)NC1CC2CCC1C2 (configuration not stated)	-5	106	3	5	2	0	103	101	-5
CCCCS(=O)(=O)/C=C\C=C/S(=O)(=O)CCCC	-6	2.5*	97*	·	-2	27	49*	1.0*	·
O=S(=O)(Nc1ncccc1O)c1ccc(Cl)cc1	-5	102	-8	-6	10	6	115	73	4
CCOC(=O)c1c(C=O)c(C)n(Cc2ccc(C)cc2)c1C	2	80	-16	1	-23	26	82	75	-2
Cc1occc1C(=O)N1CCN(S(C)(=O)=O)CC1	3	·	-20	-2	3	-2	·	·	2
CCOC(=O)c1c(N)sc2c(NC(C)=O)cccc12	0	98	6	1	9	-2	95	84	-1
CCSC1=C(C#N)C(c2ccccc2Cl)CC(=O)N1 (configuration not stated)	-1	·	19	-5	-8	15	·	·	5
CCn1nc(C)c(/C=N\NC(=O)c2ccc3c(c2)OCO3)c1C	-3	·	-2	-2	-2	1	·	·	0
Nc1cccnc1Sc1ccc(Cl)cc1	-2	·	11	6	-2	-1	·	·	-4

By substructure: those above with an aryl methoxy group
SMILES	S1P2 agonist	Fibroblast inh	S1P2 blocker	sEH inh	LYP act	PostGolgi ctrl	HUVEC inhibit	H69AR inhibit	sEH activator
COc1cc(S(=O)(=O)N2CCCCCC2)ccc1-n1cnnn1	-7	104	-2	4	5	3	100	95	-1
COc1ccc(CCNC(=O)CCN2C(=O)C3CC=CCC3C2=O)cc1OC (configuration not stated)	-3	100	14	-4	-11	10	97	96	3
COc1ccc(C(=O)NC(=S)Nc2ccccc2N2CCN(S(C)(=O)=O)CC2)cc1OC	0	·	-3	12	6	32*	·	·	-12
CCN(CC)CCNS(=O)(=O)c1ccc(OC)c(Br)c1	-3	·	3	5	3	2	·	·	-4
COc1ccc(OC(=O)c2ccc3nsnc3c2)cc1	-5	88	-17	-14	3	-5	80	100	11
COc1ccc(NC(=O)CSc2ncnc3c2cnn3CCc2ccccc2)cc1	-8	·	-3	24	-14	-1	·	·	-24
COc1ccc(CCNc2c(C)c(C)nc3ncnn23)cc1	-9	·	69*	·	2	6	·	·	·
COc1ccc(S(=O)(=O)N/N=C(/C)c2ccc(Cl)cc2)cc1	1	·	-14	4	5	12	·	·	-3
COc1cccc(NS(=O)(=O)c2ccc3[nH]cc(C(=O)N(C)Cc4ccco4)c(=O)c3c2)c1	-5	91	-8	-15	-3	2	86	96	11

An excerpt. The share of hits here may be higher or lower than overall.
